Bioassay records deposited in PubChem by National Center for Advancing Translational Sciences (NCATS).
PGK inhibitor – qHTS Assay to Find Inhibitors of Phosphoglycerate Kinase | Potency, µM (highest dose often 57.5 µM), inactives show at the highest dose activity change, negative = inhibition, most hits filed as inhibitors | PGK/GAPDH coupled, Kinase-Glo luminescence, 60 min | 380,000 compounds, 0.043% hits | AID 602233, 2012; note: % is set by controls: 0 for no effect and ±100 for the full control effect; nearly all actives have a fitted effect of over 60% in size
Target sequence (P07378 whole entry, looked up): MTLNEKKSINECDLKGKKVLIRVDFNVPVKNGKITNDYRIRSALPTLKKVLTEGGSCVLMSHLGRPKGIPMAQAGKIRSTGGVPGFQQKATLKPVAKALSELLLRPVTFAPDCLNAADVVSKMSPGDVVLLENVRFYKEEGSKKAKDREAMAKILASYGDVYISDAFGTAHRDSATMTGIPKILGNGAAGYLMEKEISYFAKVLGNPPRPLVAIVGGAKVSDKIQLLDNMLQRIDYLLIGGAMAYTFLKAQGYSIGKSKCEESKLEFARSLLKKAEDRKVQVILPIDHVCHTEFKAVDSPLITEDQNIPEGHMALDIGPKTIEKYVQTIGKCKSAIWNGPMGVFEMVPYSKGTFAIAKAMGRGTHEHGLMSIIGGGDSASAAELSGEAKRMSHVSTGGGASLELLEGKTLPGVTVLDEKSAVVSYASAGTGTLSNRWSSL
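Luminescent ATP detection (Kinase-Glo Plus) follows a 60-minute room-temperature incubation, with wells lacking PGK as controls. Buffer: 100 mM TEA (pH 7.6), 5 mM MgCl2, 0.01% Tween-20. Coupling enzyme GAPDH (100 nM final) supplies unstable 1,3-BPG in-well.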
ERG Ets-DNA blk – qHTS for Small Molecule Inhibitors of the ERG Ets/DNA interaction. Transcriptional regulator ERG (Homo sapiens), P11308. Potency, µM (doses to about 76.9 µM), for inactives: at the highest dose FP activity, negative = inhibition, most hits filed as inhibitors. 370,000 compounds, 0.028% hits. fluorescence polarization, His-ERG Ets domain / labelled DNA; active = well fitted inhibition curve with a large enough effect in the polarisation, with a control signal flat; inconclusive = small, poorly fitted or top-dose-only effect, or effect the other way, or a change in a side signal; inactive = no such curve, though single readings can be large or run the other way; the % refers to the polarisation;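 note: polarization taken with two DNA probes labelled with fluorescein and Texas red; % of control where 0% means no effect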
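His-tagged ERG Ets domain (1 uM in the protein solution; 300mM KCl, 50mM Tris-HCl, 1mM EDTA, 1mM DTT, pH 7.5) received compound, then a probe mix of 5 nM fluorescein-DNA and 100nM Texas-615-DNA. Fluorescence polarization was read for both dyes.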
GLS inh – qHTS for Inhibitors of Glutaminase (GLS); Glutaminase kidney isoform, mitochondrial (Homo sapiens), O94925; 410,000 compounds, 0.21% hits; AID 624170, 2012; GLS enzymatic activity, qHTS titration; Potency, µM (top dose mostly 45.5 µM), for inactives: at the top dose activity change, negative = inhibition, actives largely listed as inhibitors; note: % is set by controls: 0 for no effect and ±100 for the full control effect
Target sequence (O94925 whole entry, looked up, canonical isoform): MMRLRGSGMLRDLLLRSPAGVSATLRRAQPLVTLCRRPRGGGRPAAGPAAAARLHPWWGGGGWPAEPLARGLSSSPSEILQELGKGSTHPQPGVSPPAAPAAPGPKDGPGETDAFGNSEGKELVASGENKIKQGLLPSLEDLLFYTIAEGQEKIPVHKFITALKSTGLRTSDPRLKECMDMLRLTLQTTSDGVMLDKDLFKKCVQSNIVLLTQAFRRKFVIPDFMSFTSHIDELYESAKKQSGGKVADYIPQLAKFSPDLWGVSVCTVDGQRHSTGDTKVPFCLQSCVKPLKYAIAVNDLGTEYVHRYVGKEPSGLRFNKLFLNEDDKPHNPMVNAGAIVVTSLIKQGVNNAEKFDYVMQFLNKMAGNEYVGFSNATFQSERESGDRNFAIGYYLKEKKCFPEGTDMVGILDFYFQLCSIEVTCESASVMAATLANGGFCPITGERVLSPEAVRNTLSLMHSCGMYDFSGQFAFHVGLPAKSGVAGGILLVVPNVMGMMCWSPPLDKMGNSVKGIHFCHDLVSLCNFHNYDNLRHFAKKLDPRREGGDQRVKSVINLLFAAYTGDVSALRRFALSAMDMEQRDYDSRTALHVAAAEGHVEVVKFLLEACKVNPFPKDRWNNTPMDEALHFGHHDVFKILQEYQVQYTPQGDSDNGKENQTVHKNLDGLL
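Assay buffer: 45 mM KH2PO4 pH 8.2, 0.02% Tween-20. hKGA acts on L-glutamine (1 mM solution added); product glutamate is reported by an oxidase/peroxidase Amplex Red coupling, with fluorescence taken at baseline and 30 min.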
HP1b chromo inh – HTS for Inhibitors of HP1-beta Chromodomain Interactions with Methylated Histone Tails | Chromobox protein homolog 1 (Homo sapiens), P83916 | AlphaScreen HP1-beta / biotin-H3K9me3 peptide binding | Potency, µM (doses to about 114 µM), for inactives: top-dose activity change, negative = inhibition, usual class: inhibitors | 390,000 compounds, 0.56% hits; note: nearly all actives have a fitted effect of over 70% in size; inactives centre near 23
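HP1-beta protein (50 nM final) preincubated 30 min at room temperature with biotinylated H3(1-18)K9me3 peptide (50 nM) in PBS pH 7.4, 0.01% Tween-20, then compound added for 30 min. AlphaScreen streptavidin donor/nickel chelate acceptor beads (10 ug/mL final), 30 min dark, luminescence read.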
ALOX12 inh – Primary qHTS assay for inhibitors of human arachidonate 12S-lipoxygenase (ALOX12): Round 2; purified 12hLO, xylenol orange hydroperoxide absorbance; Potency, µM (doses to about 108 µM), without a hit: at the highest dose activity change, negative = inhibition, actives largely listed as inhibitors; 580,000 compounds, 1.1% hits; AID 1671190, 2021; note: % is set by controls: 0 for no effect and ±100 for the full control effect
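Purified human 12hLO (150 nM final) in 25 mM Hepes, 0.01% Triton X-100, pH 7.0 was preincubated 15 min at room temperature with compound. Then 40 uM arachidonic acid was added, 30 min. Hydroperoxide was read by Fe-XO absorbance ratio 573/405 nm.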
TrxR1 inh – qHTS Assay for Inhibitors of Mammalian Selenoprotein Thioredoxin Reductase 1 (TrxR1): qHTS; recombinant rTrxR1, NADPH fluorescence consumption, selenite substrate; Thioredoxin reductase 1, cytoplasmic (Rattus norvegicus), O89049; 390,000 compounds, 1% hits; Potency, µM (series often up to 114 µM), inactives show top-dose activity change, negative = inhibition, actives largely listed as inhibitors; note: % is set by controls: 0 for no effect and ±100 for the full control effect; nearly all actives have a fitted effect of over 65% in size
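Rat TrxR1 (90 nM in the dispensed reagent) was pre-reduced with 400 uM NADPH for 5 min at room temperature, then incubated with compound for 15 min. After 400 uM selenite was added, NADPH fluorescence (Ex 340/Em 450 nm) was followed for 8 min.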
RGS4 inhibitor – Inhibitors of Regulator of G Protein Signaling (RGS) 4: qHTS. Regulator of G-protein signaling 4 (Homo sapiens), P49798. Transcreener GDP fluorescence polarization, RGS4-accelerated GTP hydrolysis. Potency, µM (doses to about 114 µM), inactives show at the highest dose activity change, negative = inhibition, most hits filed as inhibitors. 390,000 compounds, 0.039% hits. AID 504845, 2011; note: % is set by controls: 0 for no effect and ±100 for the full control effect; nearly all actives have a fitted effect of over 75% in size; some results filed as inactive show a strong effect at the top dose
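MLSMR compounds (23 nl, pin-transferred) preincubated 10 min at room temperature with a 500nM (2x) first reagent, then RGS4 at 900nM (2x) plus Transcreener GDP mix added; fluorescence polarization (620/688 nm) read before and after 90 min at 30 °C.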
Pin1 inhibitor – qHTS Assay to Find Inhibitors of Pin1; Pin1 FP peptide displacement, HiFluor488, 10 min; Potency, µM (titrated, usually from 115 µM), for inactives: at the highest dose activity, negative = inhibition, usual class: inhibitors; 390,000 compounds, 0.009% hits; active = well fitted inhibition curve with a large enough effect in the polarisation, with a control signal flat, not every such curve was filed as active; inconclusive = small, poorly fitted or top-dose-only effect, or effect the other way, or a change in a side signal; inactive = no such curve, though single readings can be large or run the other way; the % refers to the polarisation; note: % is set by controls: 0 for no effect and ±100 for the full control effect
JMJD2A Tudor inh – qHTS Assay for Inhibitors of JMJD2A-Tudor Domain. Lysine-specific demethylase 4A (Homo sapiens), O75164. Potency, µM (series often up to 114 µM), inactives show at the highest dose activity change, negative = inhibition, usual class: inhibitors. AID 504339, 2011. AlphaScreen JMJD2A-Tudor / H3K4me3 peptide binding. 390,000 compounds, 4.4% hits; note: % is set by controls: 0 for no effect and ±100 for the full control effect; nearly all actives have a fitted effect of over 50% in size
Active calls of the source: *; i = inactive; ? = inconclusive; nt = no result given; [ ] = dose if it differs, or a comment. Unless noted, calls come from the whole dose curve; as a rule, active = well fitted curve in the direction sought with a large enough effect; inconclusive = small, poorly fitted or top-dose-only effect, or another doubt; inactive = no such curve, though single readings can be large; an effect the other way counts as inactive or inconclusive. Potency is the fitted concentration of half-maximal effect.

SMILES	PGK inhibitor	ERG Ets-DNA blk	GLS inh	HP1b chromo inh	ALOX12 inh	TrxR1 inh	RGS4 inhibitor	Pin1 inhibitor	JMJD2A Tudor inh
CCn1cc(C(=O)O)c(=O)c2cc(F)c(N/N=C/c3ccccc3[N+](=O)[O-])cc21	0.7%	6.4%	0.1%	21.9%	-14.0%	-13.5%	0.4%	-0.9%	6.2%
COc1cnc(SCc2c(Cl)cccc2Cl)nc1Cl	3.3%	-0.8%	1.7%	252.5%[activator]	-8.5%	-13.2%	-9.6%	-2.9%	153.6%[activator]
COc1ccc(NC(=O)c2cc3c(CO)cnc(C)c3oc2=Nc2cccc(F)c2)c(OC)c1	1.3%	-2.3%	3.8%	34.1%	8.9%	14.5%	30.2%	8.5%	-4.3%
Cn1c(=O)c2c(-c3ccc(C(C)(C)C)cc3)n(N3CCOCC3)cc2n(C)c1=O	7.3%	-6.0%	-14.6%	17.8%	0.0%	0.9%[57.1 µM]	-2.6%	1.3%	-8.9%
CC1CCC2C(=O)N(c3cccc(OS(=O)(=O)c4ccccc4)c3)C(=O)C2C1 (stereo unspecified)	i	nt	-6.0%	47.4%	-11.0%	4.8%	-38.6%	18.9%	10.7%
Cc1nc(N2CCCC2)ncc1C(=O)NCc1cccc(Cl)c1	nt	-2.2%	3.4%	20.2%	-23.5%	19.4%[57.1 µM]	24.0%	3.2%	4.0%
Cc1cc(O)c(C(=O)/C=C/c2ccccc2Br)c(=O)o1	2.8%	37.8%[activator]	-12.6%	4.2%	?	?	-12.1%	?	?
COC(=O)c1c(NC(=O)CN2C(=O)C(=O)N(CC(C)C)C2=O)sc(C)c1C	0.4%	-15.2%	-8.7%	-3.3%	-5.8%	-7.9%	5.6%	-14.3%	-8.0%
O=C(Nc1cnc2ccccc2c1)C1COc2ccccc2O1 (stereo unspecified)	5.4%	0.7%	5.8%	30.3%	-7.0%	-4.6%	3.8%	-4.5%	-0.4%
COCCN1C(=O)c2ccc(C(=O)Nc3nccs3)cc2C1=O	5.3%	nt	-4.0%	26.8%	6.7%	-1.6%	10.2%	4.6%	-16.9%
O=C(NC(=S)Nc1ccc(CN2CCOCC2)cc1)c1cc2ccccc2o1	7.5%	-4.9%	0.4%	33.9%	-14.1%	-0.9%	15.4%	-4.5%	-13.4%
CCNC(=S)NNC(=O)c1csc(C(C)C)c1	-0.4%	12.2%	16.3%	2.2%	-6.3%	-15.7%	-46.1%	1.8%	11.8%
CCOCCCNC(=O)C(NC(=O)c1ccc(NC(C)=O)cc1)c1ccccc1 (stereo unspecified)	0.7%	-0.4%	-11.1%	19.5%	-12.7%	2.4%	-5.1%	3.1%	-2.7%
Cc1ccc(-n2c(SCC(=O)NCCN3C(=O)CSC3=O)nnc2-c2ccccc2F)cc1	-4.9%	1.0%	-1.4%	35.0%	22.2%	2.1%	-2.1%	0.3%	-14.5%
O=C(CCn1c(=O)sc2ccccc21)NCc1ccc2c(c1)OCO2	nt	-0.4%	0.0%	19.5%	-2.6%	-8.2%	0.3%	5.9%	-14.1%
COc1ccc(NC(=O)CSc2ncc(-c3ccc(Cl)cc3)[nH]2)cc1OC	0.9%	-1.6%	2.8%	20.6%	7.6%	-19.1%	-10.1%	-0.9%	-17.1%
CC(=O)N1c2ccc(S(=O)(=O)N3CCC(C(=O)Nc4ncccc4C)CC3)cc2CC1C (stereo unspecified)	-6.2%	-1.9%	-2.8%	4.6%	9.8%	20.9%[57.1 µM]	-35.5%[56.9 µM]	0.8%	-7.5%
O=C(c1cc(-c2ccccc2)on1)N1CCCc2ccccc21	nt	12.2%	-3.1%	73.7%[activator]	5.3%	21.5%	3.9%	3.1%	20.9%
CC(C)c1ccc2[nH]c(O)c(N=NC(=O)c3ccc(CSc4nncn4C)cc3)c2c1	-0.6%	0.4%	0.8%	18.0%	2.5%	0.4%	1.2%	0.3%	-9.6%
COc1cc(Cl)c(NS(=O)(=O)c2c(C(=O)N3CCCC3)c(C)n(C)c2C)c(OC)c1	-10.2%	-0.4%	33.0%[activator]	-2.1%	1.6%	10.1%	13.7%[11.4 µM]	-8.6%	?
CCOC(=O)CSc1nc2ccc(Nc3nc(N4CCOCC4)nc(N4CCOCC4)n3)cc2s1	-5.1%	-1.4%	3.4%	13.3%	-13.1%	6.8%	-19.8%	2.9%	-20.9%
CC(C)N1CCN(Cc2cc(F)ccc2-n2cccn2)CC1CCO (stereo unspecified)	i	1.5%	12.9%	16.7%	-1.5%	6.3%[11.4 µM]	8.4%	-0.9%	-14.4%
O=C(O)C1CC2C3CC(C(=O)O)C(C3)C2C1 (stereo unspecified)	i	9.3%	-0.9%	35.4%	7.4%	11.5%[57.1 µM]	-5.9%	3.2%	3.4%
CC(C)C(OC(=O)c1cccs1)C(=O)NC1CCCCC1 (stereo unspecified)	-8.6%	-7.6%	-5.3%	32.7%	12.0%	6.5%[57.1 µM]	-5.8%[11.4 µM]	-1.0%	-8.7%[57.1 µM]
CC(NC(=O)COC(=O)COc1ccc(Cl)cc1)c1ccccc1 (stereo unspecified)	-5.3%	1.9%	-8.8%	8.5%	-27.6%	26.5%	3.5%	-2.1%	-14.5%
More results:
SMILES	PGK inhibitor	ERG Ets-DNA blk	GLS inh	HP1b chromo inh	ALOX12 inh	TrxR1 inh	RGS4 inhibitor	Pin1 inhibitor	JMJD2A Tudor inh
Cc1ccc(C(=O)N2CCc3cc(CNC(=O)CSc4ccccc4)ccc32)cc1	-1.4%	4.5%	-7.6%	-13.1%	-19.9%	11.9%[57.1 µM]	1.6%	15.3%	-26.7%
COc1ccc([C@H]2[C@@H]3C=CCC[C@@]3(C)C(=O)N2Cc2ccccc2)cc1Cl	i	-2.6%	-0.1%	19.3%	19.0%	-2.4%	-29.6%	6.1%	-18.4%
CCC(Oc1ccccc1)C(=O)N1CCC(C(N)=O)CC1 (stereo unspecified)	-5.5%	-3.6%	7.0%	43.2%[activator]	0.0%	19.0%	-4.6%	2.0%	-3.5%
Cc1ccc(S(=O)(=O)N2CCCC(C(=O)NC3CCCC3)C2)cc1Cl (stereo unspecified)	5.1%	-1.0%	-2.9%	38.4%[activator]	-3.5%	4.1%[57.1 µM]	11.6%	0.9%	-4.9%
CCOC(=O)C1CC=C(Cl)CC1C(=O)Nc1nccs1 (stereo unspecified)	-1.6%	-0.7%	-3.0%	19.8%	-12.5%	-9.2%[57.1 µM]	-10.3%	-1.6%	-14.9%
COc1ccc(CNC(=O)c2ccc(-c3ccccc3)cc2)cc1OC	-3.2%	6.0%	-2.3%	14.4%	1.6%	0.1%	-2.2%	1.6%	-8.7%
O=C(CCCN1C(=O)/C(=C/c2ccccc2Cl)SC1=S)NNC(=O)c1cccnc1	-3.9%	10.0%	15.3%	19.0%	123.0%[activator]	18.9%	-14.5%	10.5%	-25.8%
Cc1ccc(-n2cc(C(=O)O)c(=O)cc2C)c(C)c1	-2.8%	-9.4%	-4.8%	11.2%	-21.1%	18.7%	4.7%	-5.8%	-12.5%
CC1CC(C)CN(S(=O)(=O)c2cccc(C(=O)N3C(=O)c4cccc(N)c4C3=O)c2)C1 (stereo unspecified)	0.0%	-0.6%	3.0%	12.9%	0.0%[57.4 µM]	-0.2%	-13.2%	?	-19.2%
Cc1c(Cl)cnc(NC(=O)COC(=O)CCC(=O)c2cccs2)c1Cl	-8.1%	-3.6%	0.9%	-3.6%	-20.1%	14.2%[57.1 µM]	8.7%	3.4%	?
O=C(Nc1cn(-c2ccccc2)nc1-c1ccccc1)c1ccccc1	-3.7%	11.7%	4.6%	11.2%	-22.2%	1.6%	9.4%	20.9%	-4.1%
O=C(Cc1ccc(NC(=O)N2CCSc3ncccc32)cc1)NCc1ccccc1	i	-1.3%	-6.6%	9.5%	-14.6%	28.8%	5.7%	2.2%	-12.1%
CCCc1cc(=O)[nH]c(SCC(=O)NN(c2ccccc2)c2ccccc2)n1	-1.4%	13.5%	47.3%[activator]	17.2%	-15.6%	27.8%[57.1 µM]	-38.9%	-6.5%	-9.0%
Nc1ccc(-c2c3ccc(=O)cc-3oc3cc(O)ccc23)c(C(=O)O)c1	-7.4%	?	16.1%	-2.0%	nt	-28.9%	-9.0%	?	-15.0%
COc1ccccc1-c1cc(C(=O)N2CCN(c3ccc(F)cc3)CC2)no1	-9.0%	-5.2%	2.6%	0.4%	23.0%	21.4%[57.1 µM]	1.0%	-3.9%	-9.1%
O=C(C(=O)c1cc(Br)ccc1O)c1cc(Br)ccc1O	-11.2%	16.2%	12.3%	?	?	-2.2%[11.4 µM]	13.6%	-5.0%	?

An excerpt, so the mix of outcomes need not match the whole.
